RGS4 block: human RGS4 inhibition; P49798; HEK293 M3R/RGS4 inducible, Fluo-4 calcium flux; stronger effect = higher value; triggered by carbachol at its EC20; B-score at 10 µM; 0.45% of 310,000 active; AID 463165;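 active = B-score, a plate-corrected calcium signal, over three deviations above library mean, with baseline fluorescence within five deviations of library mean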;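 also: RGS4 expression induced by doxycycline in cells with stable M3 receptor; B-score is computed from the integrated fluorescence ratio over baseline after carbachol; higher B-score means a larger calcium signal and so more RGS4 inhibition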
Target sequence (P49798 whole entry, looked up): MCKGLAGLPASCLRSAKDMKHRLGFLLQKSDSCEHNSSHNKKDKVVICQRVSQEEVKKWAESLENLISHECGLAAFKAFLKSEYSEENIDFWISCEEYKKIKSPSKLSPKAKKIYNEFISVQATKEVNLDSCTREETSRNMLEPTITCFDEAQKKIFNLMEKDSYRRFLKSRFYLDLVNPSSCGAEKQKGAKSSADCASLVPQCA
MrgX1 allo act: allosterically activates human MrgX1 receptor signaling. MrgX1-HEK293, Fluo-4 calcium flux, FDSS; stronger effect = higher value. B-score at 10 µM. Q96LB2. AID 588675. 0.63% of 310,000 active;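 active = plate-corrected calcium response at least 3 library SD above typical, normal starting fluorescence, not activating the receptor alone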;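 also: compound read alongside a low EC10 to EC30 dose of BAM8-22 agonist; peak minus trough fluorescence over baseline measured at the second addition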
SKKanGAS inh: SKKanGAS growth inhibition | 1.3% of 300,000 active | S. pyogenes SKKanGAS, kanamycin growth, BacTiter-Glo, 6 h | inhibition, % at 7.5 µM;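 active = mean replicate score, as percent of positive control median, at least 50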;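 also: strain carries kanamycin resistance gene driven by streptokinase promoter and grows in 40 µg/ml kanamycin; loss of luminescence reflects streptokinase promoter inhibition or plain growth inhibition; 0% = median of DMSO wells and 100% = positive control at its reference dose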
TRPC6 activator: activates the mouse TRPC6 cation channel; HEK293-TRPC6 membrane potential dye fluorescence; stronger effect = higher value; B-score at 10 µM; 0.13% of 310,000 active; AID 2550;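 active = B-score of the integrated fluorescence ratio above library mean plus 3 SD, and starting fluorescence ratio within library mean plus 5 SD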;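 also: higher score means more depolarization so channel activation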
Target sequence (Q61143 whole entry, looked up): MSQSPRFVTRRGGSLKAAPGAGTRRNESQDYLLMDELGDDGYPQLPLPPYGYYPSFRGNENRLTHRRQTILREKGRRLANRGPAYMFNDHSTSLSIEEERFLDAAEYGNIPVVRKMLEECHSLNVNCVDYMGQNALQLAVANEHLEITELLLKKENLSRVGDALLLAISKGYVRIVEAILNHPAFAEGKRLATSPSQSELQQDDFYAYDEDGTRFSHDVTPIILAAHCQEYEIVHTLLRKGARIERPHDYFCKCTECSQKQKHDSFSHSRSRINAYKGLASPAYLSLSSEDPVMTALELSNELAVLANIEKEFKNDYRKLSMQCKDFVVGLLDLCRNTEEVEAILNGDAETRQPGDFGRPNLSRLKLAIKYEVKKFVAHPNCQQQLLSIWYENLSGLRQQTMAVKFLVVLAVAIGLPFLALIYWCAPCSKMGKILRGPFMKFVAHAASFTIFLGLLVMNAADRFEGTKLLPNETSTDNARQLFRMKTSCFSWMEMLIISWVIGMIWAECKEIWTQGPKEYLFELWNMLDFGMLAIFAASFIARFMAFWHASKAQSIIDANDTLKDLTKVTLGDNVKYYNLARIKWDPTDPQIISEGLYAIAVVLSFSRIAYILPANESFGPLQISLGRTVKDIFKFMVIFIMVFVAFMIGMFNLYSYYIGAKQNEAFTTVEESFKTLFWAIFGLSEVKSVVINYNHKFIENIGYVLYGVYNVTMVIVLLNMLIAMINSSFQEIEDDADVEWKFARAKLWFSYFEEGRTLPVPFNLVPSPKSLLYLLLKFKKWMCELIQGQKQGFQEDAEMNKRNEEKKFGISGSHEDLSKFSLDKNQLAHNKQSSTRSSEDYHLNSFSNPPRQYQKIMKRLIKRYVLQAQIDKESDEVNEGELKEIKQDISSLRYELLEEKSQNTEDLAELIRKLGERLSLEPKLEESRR
RGS4 pot: potentiators or activators of RGS4. HEK293 M3R/inducible RGS4, carbachol calcium flux Fluo4; stronger effect = lower value. B-score at 10 µM. 0.92% of 310,000 active;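 active = B-score of the integrated calcium signal more than 4 SD below the library mean, with starting fluorescence not abnormally high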;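 also: negative B-score means reduced calcium response which marks RGS4 activation or potentiation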
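System – HEK293 FlpIn-TREx cells, stable M3R, doxycycline-inducible RGS4 · Reagent – ECmax carbachol challenge · Times – compound preincubation 20 min at room temperature before agonist · Technique – Fluo4 fluorescence kinetic imaging of calcium · Measure – B score of integrated Fluo4 ratio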
MrgX1 ag: activates human MrgX1 receptor signaling; B-score at 10 µM; AID 588627; 0.44% of 310,000 active; Q96LB2; MrgX1-HEK293 cells, Fluo-4 calcium fluorescence, agonist mode; stronger effect = higher value;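 active = calcium response B-score plate-corrected fluorescence ratio at least 3 library SD, with starting fluorescence B-score inside 5 SD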
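Test system: Stable human MrgX1 HEK293 cell line | Schedule: Overnight plating before 1 h dye loading | Read-out basis: Baseline-normalised fluorescence change ratio, B-scored | Detection: Kinetic calcium dye fluorescence, Fluo-4 NW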
TRPC6 inh: blocks the mouse TRPC6 cation channel; Q61143; HEK293-TRPC6, membrane potential dye, ACh-evoked depolarization; stronger effect = lower value; B-score at 10 µM; 1.1% of 310,000 active; AID 2553;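 active = B-score under library mean minus 3 SD, initial fluorescence not abnormally high, positive integrated signal ratio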;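 also: B-score derived from integrated fluorescence ratio over the kinetic read; more negative B-score means stronger inhibition of depolarization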
TRPC4 inh: inhibitors of mouse TRPC4 channel; Q9QUQ5; HEK293 TRPC4beta/mu-opioid, DAMGO-evoked Fluo4 calcium flux; stronger effect = lower value; B-score at 10 µM; 0.39% of 300,000 active;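 active = B-score over 3 SD under the library average, no early fluorescence shift, positive overall ratio signal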
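Assay system: Stable TRPC4beta/mu-opioid receptor HEK293 cells | Reagent: DAMGO in two steps, submaximal then maximal | Compound dosing: Single concentration per test compound | Signal: Fluo4 Ca2+ flux fluorescence | Evaluation: Per-well B score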
Platelet DG rel: modulates dense granule release in human platelets. AID 1663. 0.22% of 300,000 active. human platelet-rich plasma, SFLLRN dense granule ATP release, luminescence. inhibition, %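 (compounds screened at 7.5 µM in platelet-rich plasma)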;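 active = mean replicate score, as percent of positive control, at or above 50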
MrgX1 antag: blocks BAM8-22 activation of human MrgX1 receptor. B-score at 10 µM. 1.3% of 310,000 active. MRGX1-HEK293 calcium flux, Fluo-4, BAM8-22 antagonism; stronger effect = lower value. Q96LB2. AID 588676;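 active = calcium-response B-score plate-corrected more than 3 library SD below zero, starting fluorescence within 5 deviations, no agonist response on first addition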;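 also: peak minus trough fluorescence over baseline after final BAM8-22 challenge near maximal dose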
HIF act: HIF pathway transcriptional activation. U2OS HRE-luciferase reporter, luminescence; normalized: DMSO 0%, desferrioxamine 100%. activation, % at 7.5 µM (by protocol). 0.32% of 300,000 active;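 active = mean activation of at least 10% of the iron chelator positive control signal, with at least half of replicates also reaching 10%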
* hit, by the source's call; i = inactive; . = no result given. No enrichment for hits. About 6.1% of those tested had a hit in this group.

SMILES | RGS4 block | MrgX1 allo act | SKKanGAS inh | TRPC6 activator | RGS4 pot | MrgX1 ag | TRPC6 inh | TRPC4 inh | Platelet DG rel | MrgX1 antag | HIF act
COc1ccc(NC(=O)c2ccc(NC(=O)c3ccco3)cc2)c(OC)c1 | i | i | -2.8 | i | i | i | i | i | 3.4 | i | -0.3
O=C(CCCCCn1c(=S)[nH]c2cc3c(cc2c1=O)OCO3)N1CCN(C2CCCCC2)CC1 | i | i | 8.2 | i | i | i | i | i | -1.9 | i | 0.6
Cn1c(SCc2ccc(Cl)cc2)nnc1C1CC1 | i | i | 0.8 | i | i | i | i | i | 11.9 | i | -0.4
Cc1ccc2[nH]c(-c3cccc(N)c3)cc2c1 | i | i | 8.8 | i | i | i | i | i | 6.1 | i | 0.4
Cc1ccc2cc(CN(CC3CCCO3)C(=O)NC3CCCCC3)c(=O)[nH]c2c1C (stereo not drawn) | i | i | -5.7 | i | i | i | i | i | 4.2 | i | 0.1
Cc1cccc(Cn2c(=O)n(CCCC(=O)NCc3ccco3)c(=O)c3ccccc32)c1 | i | i | -7.1 | i | i | i | i | i | 2.8 | i | -1.1
CC(C)c1ccc(NC(=O)NC2CCCCC2)cc1 | i | i | -7.1 | i | i | i | i | i | -4.9 | i | 3.5
COc1ccc(CN(C)C(=O)CCN2C(=O)c3ccccc3C2=O)c(OC)c1OC | i | i | -2.4 | i | i | i | i | i | 15.1 | i | -0.7
COCCNC(=S)NN=C1CCCCCC1 | i | . | 0.4 | i | i | . | i | i | 8.8 | . | 1.3
Oc1ccc(-c2[nH]ncc2-c2ccc(Cl)cc2)c(O)c1 | i | i | -4.1 | i | i | i | -7.4* | i | 1.1 | i | -0.2
O=C(CSc1nc2nc(-c3cccs3)cc(C(F)(F)F)c2c(=O)[nH]1)C(F)(F)F | i | i | 26.1 | i | i | i | i | i | -3.9 | i | -16.6
Cc1cc(C)c2c(N)c(S(=O)(=O)Cc3ccccc3)sc2n1 | i | i | -1.6 | i | i | i | i | i | -0.7 | i | -0.1
O=C1C2ON(c3ccccc3)C(c3cccnc3)C2C(=O)N1c1ccccc1 (stereo not drawn) | i | i | -0.3 | i | i | i | i | i | 13.5 | i | -0.6
NC(=S)Nc1cc2ccccc2c2ccccc12 | i | i | -2.8 | i | i | i | i | i | 3.2 | -4.77* | -0.2
CCC(=O)Nc1nnc(Sc2ccc(N(C)C)cc2)s1 | i | i | -0.4 | i | i | i | i | i | 6.9 | i | -0.2
COc1cc(-c2noc(C)c2-c2ccc(N(C)C)nc2)cc(OC)c1OC | i | 7.72* | -1.6 | i | i | i | i | i | -2.8 | -5* | 3.0
Cc1ccc(C(=O)N/C(=C\c2ccco2)C(=O)N2CCOCC2)cc1C | i | i | -4.9 | i | i | i | i | i | -27.1 | i | -0.4
Cc1nc2ccccn2c1C(=O)N/N=C/c1cc(C)n(-c2ccc(Cl)cc2)c1C | i | i | 4.1 | i | i | i | i | i | 4.5 | i | -0.2
COc1cc(NC(=O)Cc2cccs2)c(C(=O)O)cc1OC | i | i | 8.1 | i | i | i | i | i | 9.9 | i | -0.2
CCSc1ccc(C(=O)NCC(=O)O)cc1 | i | i | -4.5 | i | i | i | i | i | -9.8 | i | -0.2
O=C1CC(c2ccc(Cl)cc2)CC(O)=C1C=NCc1ccc(Cl)c(Cl)c1 (stereo not drawn) | i | i | 12.5 | i | -7.95* | i | i | i | 3.2 | i | -0.1
CCSc1ccc(/C(N)=N/OC(=O)c2cccs2)cn1 | i | i | -5.2 | i | i | i | i | i | -11.8 | i | 3.4
COc1ccc(/C=C2\SC(N3CCCCC3)=NC2=O)cc1OC | i | i | 0.5 | i | i | i | i | i | 14.1 | i | 0.8
COC(=O)CSc1nnc(CNc2nc(-c3ccccc3)cs2)n1C | i | i | -3.3 | i | i | i | i | i | -0.6 | i | 0.2
O/N=C/c1ccc2ccccc2c1 | i | i | -3.7 | i | i | i | i | i | 3.6 | i | 0.0
Following part
SMILES | RGS4 block | MrgX1 allo act | SKKanGAS inh | TRPC6 activator | RGS4 pot | MrgX1 ag | TRPC6 inh | TRPC4 inh | Platelet DG rel | MrgX1 antag | HIF act
Oc1ccc(N=Nc2ccc3c(c2)OCCO3)c2ncccc12 | i | i | 89.3* | i | i | i | i | i | 1.2 | i | 1.1
O=C(CCc1c[nH]c2ccccc12)NC1CC1 | i | i | -1.2 | i | i | i | i | i | 4.1 | i | -0.3
Cc1cnc(C(=O)Nc2cc(S(=O)(=O)N3CCOCC3)ccc2N2CCN(C)CC2)cn1 | i | i | -9.2 | i | i | i | i | i | 9.1 | i | -0.1
Cc1nn(CC(=O)OCCOc2ccc(Br)cc2)c(C)c1[N+](=O)[O-] | i | i | -2.0 | i | i | i | i | i | 2.5 | i | -0.6
Cc1ccc2cc(/C=C/C(=O)c3ccco3)c(Cl)nc2c1 | 5.98* | i | -12.0 | i | i | i | i | i | 3.5 | i | 3.2
N/C(=N\NC(=O)c1cccs1)c1cc2cc(Cl)ccc2oc1=O | i | i | 10.6 | i | i | i | i | i | 14.7 | i | -0.2
O=C(Nc1ccc(F)c(Cl)c1)c1cc(-c2ccco2)on1 | i | i | 1.7 | i | i | i | i | i | -10.9 | i | -0.1
Cc1c(NC=C(C#N)C#N)c(=O)n(-c2ccccc2)n1C | i | i | -1.6 | i | i | i | i | i | -3.4 | i | -0.6
COc1ccc(C2(C(=O)N3CCOCC3)CCOCC2)cc1OC | i | i | -2.9 | i | i | i | i | i | -1.9 | i | -0.6
Cc1cccc(NC(=O)C2CCN(S(=O)(=O)c3cccs3)CC2)n1 | i | i | 3.4 | i | i | i | i | i | 3.6 | i | 0.1
O=c1[nH]c(C2CCN(S(=O)(=O)Cc3ccccc3)CC2)nc2c1nnn2Cc1ccccc1 | i | i | 4.6 | i | i | i | i | i | -9.3 | i | -0.4
O=C(COc1ccc(S(=O)(=O)N2CCOCC2)cc1)NCc1ccco1 | i | i | -0.2 | i | i | i | i | i | 1.1 | i | -0.2
CC(NS(=O)(=O)c1ccc(F)cc1)C(=O)NCc1ccncc1 (stereo not drawn) | i | i | -2.0 | i | i | i | i | i | 5.1 | i | -0.3
c1ccc2oc(-c3[nH]ncc3CN(Cc3ccncc3)CC3CCCO3)cc2c1 (stereo not drawn) | i | i | -7.6 | i | i | i | i | i | -0.2 | i | 0.0
COC(=O)c1c(N2C(=O)[C@H]3[C@@H](C2=O)[C@]2(C(=O)Nc4c2ccc(C)c4C)N2CCC[C@@H]32)sc(C)c1C | i | i | 7.0 | i | i | i | i | i | -0.7 | i | -1.3
C=CCNC(=O)c1c(CSc2ccc(Cl)cc2)noc1C(=O)NCc1ccccc1 | i | i | 39.4 | i | i | i | i | i | -2.4 | i | 0.7
Cc1ccc(Nc2nnc(SCC(=O)Nc3cccc(S(=O)(=O)NC4=NCCCCC4)c3)s2)c(C)c1 | i | i | 10.0 | i | i | i | i | i | -3.4 | i | 0.1
COc1ccc(C(=O)/C=C/c2ccc(OC)c(CN3CCOCC3)c2)cc1 | i | i | -7.9 | i | i | i | i | i | 4.0 | i | 1.1
COc1ccc(CCNC(=O)Cc2cc(OC)c(OC)cc2Br)cc1OC | i | i | -4.8 | i | i | i | i | i | 1.8 | i | -1.0
CCn1c(SCc2ccccc2)nnc1C1CCN(S(=O)(=O)c2ccc(OC)cc2)CC1 | i | i | -1.1 | i | i | i | i | i | -0.8 | i | -1.8
CN(C(=O)CSc1nc(-c2ccc(F)cc2)cs1)C1CCS(=O)(=O)C1 (stereo not drawn) | i | i | -0.5 | i | i | i | i | i | 3.6 | i | .
CCCc1ccc(S(=O)(=O)NCc2nnc(SC)n2C)cc1 | i | i | -0.9 | i | i | i | i | i | -7.7 | i | -0.1
Cc1ccc(Nc2nc3c(s2)CCC3)c(C)c1 | i | i | 9.3 | i | i | i | i | i | 1.1 | i | -1.2
CCOc1ccc(-c2nnn(CCC(=O)O)n2)cc1OC | i | i | 3.7 | i | i | i | i | i | -1.5 | i | -0.3
NC(=O)CC(NC(=O)c1cccc(Br)c1)c1ccc(NC2CCCCCCCCCCC2)c([N+](=O)[O-])c1 (stereo not drawn) | i | i | 25.5 | i | i | i | i | i | -3.6 | i | -1.1
Remaining list, next part:
SMILES | RGS4 block | MrgX1 allo act | SKKanGAS inh | TRPC6 activator | RGS4 pot | MrgX1 ag | TRPC6 inh | TRPC4 inh | Platelet DG rel | MrgX1 antag | HIF act
Cc1ccc(-n2nc3c(=O)n(CC(=O)c4ccc(F)cc4)nc(C)c3c2C)cc1 | i | i | 1.1 | i | i | i | i | i | -30.8 | i | -0.5
CC(C)N=C(NC#N)SCc1ccccc1 | i | i | 0.5 | i | i | i | i | i | -1.1 | i | -1.3
COCCNS(=O)(=O)c1ccc2c(c1)oc(=O)c1cc(S(=O)(=O)NCCOC)ccc12 | i | i | 6.1 | i | i | i | i | i | 3.6 | i | -0.4
COc1ccc(OC)c(S(=O)(=O)N2CCC3(CC2)CC(=O)c2ccccc2O3)c1 | i | i | -8.2 | i | i | i | i | i | 0.1 | i | -0.4
COc1cc(C(=O)Nc2cccnc2)cc(OC)c1OC | i | i | 0.1 | i | i | i | i | i | 1.4 | i | 0.4
O=C(CSCc1ccc(F)cc1)Nc1nc2c(s1)CCCC2 | i | i | 10.3 | i | i | i | i | i | 0.9 | i | 0.2
CCCn1c(SCC(=O)Nc2ccccc2N2CCOCC2)nc2c1c(=O)n(C)c(=O)n2C | i | i | -4.3 | i | i | i | i | i | 20.6 | i | -3.2
O=C(CCn1nnc2ccccc21)OCC(=O)c1ccc(F)cc1 | i | i | -0.6 | i | i | i | i | i | 2.0 | i | -0.8
CC(=O)c1sc(N)nc1C | i | i | -0.8 | i | i | i | i | . | -3.6 | i | 0.0
COc1cccc2cc(-c3nnc(SCC(=O)Nc4ccc(NC(C)=O)cc4)n3C)oc12 | i | i | 11.2 | i | i | i | i | i | -4.8 | i | -0.5
CCCC(=O)Nc1c2c(nn1-c1ccc(OC)cc1)CS(=O)(=O)C2 | i | i | -4.4 | i | i | i | i | i | 4.2 | i | 0.0
O=C(NNC(=O)c1ccccc1O)c1ccc(-c2ccc([N+](=O)[O-])cc2)o1 | i | i | 13.3 | i | i | i | i | i | 3.8 | i | 0.4
COC(=O)CSc1nc(N)nc(C)c1Cl | i | i | -11.0 | i | i | i | i | i | 5.9 | i | -0.3
S=C(Nc1cccnc1)NC1CC2CCC1C2 (stereo not drawn) | i | i | -8.4 | i | i | i | i | i | -4.2 | i | 0.3
COc1ccc(C(=O)NNC(=O)CSc2nnc(COc3ccccc3)n2C)cc1 | i | i | 36.0 | i | i | i | i | i | 10.1 | i | 1.1
CC(C)c1ccc(NC(=O)CCNC(=O)Cn2cnc3ccccc3c2=O)cc1 | i | i | -15.8 | i | i | i | i | i | 2.9 | i | -0.3

Screens from PubChem BioAssay.
